Screening results from PubChem.
Tb PYK inh: blocks Trypanosoma brucei pyruvate kinase. TbPYK enzyme, Kinase-Glo Plus ATP luminescence, 45 min. Potency, µM (highest dose often 76.8 µM), inactives show top-dose activity, negative = inhibition, usual class: inhibitors. 410,000 tested, 0.12% active; active = well fitted inhibition curve with a large enough effect; note: nearly all actives have a fitted effect of over 50% in size
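Screened from lowest to highest concentration, compounds were pinned into TbPYK/substrate mixtures, and ADP (130 uM final) was added. Plates sat at room temperature for 45 min prior to Kinase-Glo Plus detection by luminescence.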
The depositor's hits bear a star; [ ] = another dose, or the depositor's remark. % is set by controls: 0 for no effect and ±100 for the full control effect; potency is the fitted concentration of half-maximal effect. The list is partial; the hit share may differ from the screen's.

SMILES	Tb PYK inh
COc1ccc(C(=O)Nc2ccc(Cl)cc2C(=O)c2ccccc2)c(OC)c1	0%
COc1ccc(OC(F)(F)F)cc1CC1(C)C(=O)Nc2ccc(-c3ccsc3)cc21 (stereo not drawn)	-10%
C/C(=N\Nc1ccccn1)c1ccc(Br)s1	-5%
O=C(c1cc(C(F)(F)F)cc(C(F)(F)F)c1)N1CCC2(CC1)CCN(c1ccccn1)CC2	3%
Cc1ccc(CNC(=O)c2cc3ccc4cccnc4c3[nH]2)cc1	1%
CCCC(=O)N1CCC1(C)C(=O)NS(=O)(=O)c1ccc(C)cc1 (stereo not drawn)	8%
CC1(Cc2ccc(Cl)cc2)C(=O)Nc2ccc(-c3cccnc3)cc21 (stereo not drawn)	3%
CC(C)CC1C(=O)N(Cc2cn(CCC3OCCCO3)nn2)CCS(=O)(=O)N1Cc1ccc(-c2cccc(CO)c2)cc1 (stereo not drawn)	-2%
CN(C)CCCNc1oc(/C=C/c2ccc(F)cc2)nc1C#N	3%
COC(=O)CSc1ncc2c(n1)-c1ccccc1N(Cc1cccc(F)c1)S2(=O)=O	0%
CCNC(=O)C1(C)CCN(C(=O)c2cccc(Cl)c2)C1 (stereo not drawn)	-16%
CCN(Cc1ccccc1)c1ccccc1	1%
CCOC(=O)c1noc2ncnc(Nc3cccc(C(F)(F)F)c3)c12	0%
Cc1ccc(OCc2cc(=O)n3c4c(sc3n2)CCCC4)cc1C	-2%
CCOC(=O)c1cnc2cc(Cl)c(OC)cc2c1Nc1ccc(Br)cc1C	-3%

The last seven compounds of the part above come first, to join the parts.
SMILES	Tb PYK inh
CN(C)CCCNc1oc(/C=C/c2ccc(F)cc2)nc1C#N	3%
COC(=O)CSc1ncc2c(n1)-c1ccccc1N(Cc1cccc(F)c1)S2(=O)=O	0%
CCNC(=O)C1(C)CCN(C(=O)c2cccc(Cl)c2)C1 (stereo not drawn)	-16%
CCN(Cc1ccccc1)c1ccccc1	1%
CCOC(=O)c1noc2ncnc(Nc3cccc(C(F)(F)F)c3)c12	0%
Cc1ccc(OCc2cc(=O)n3c4c(sc3n2)CCCC4)cc1C	-2%
CCOC(=O)c1cnc2cc(Cl)c(OC)cc2c1Nc1ccc(Br)cc1C	-3%
O=C(c1ccc2c(=O)n3c(nc2c1)CCC3)N1CCN(S(=O)(=O)c2ccccc2Br)CC1	-1%
O=C(NCc1ccccc1)c1cc(-c2cccc(Cl)c2)on1	0%
O=[N+]([O-])c1ccc(C(c2ccc([N+](=O)[O-])cc2)c2ccc([N+](=O)[O-])cc2)cc1	-1%
COc1ccccc1-c1ccc2c(c1)C(C)(Cc1cc(Cl)ccc1C(F)(F)F)C(=O)N2 (stereo not drawn)	4%
CC1CCc2c(sc3nnn(Cc4cccc(C(=O)OC(C)C)c4)c(=O)c23)C1 (stereo not drawn)	2%
CC(C)(C)OC(=O)N1CCC(c2c(C(=O)NCc3ccccc3)cnn2-c2ccc(F)cc2)CC1	1%
Cc1ccc(S(=O)(=O)N2Cc3ccccc3CC2C(=O)N(C)C)cc1 (stereo not drawn)	-1%
NC(=O)C1CCN(c2ncnc3c2cnn3-c2cccc(Cl)c2)CC1	-10%
CCNC(=O)C1(C)CCCN(C(=O)c2ccc(OC)c(F)c2)C1 (stereo not drawn)	-5%
CC(C)(C)Cc1c(-c2cccc(Cl)c2)nc2ccc(Br)cn12	-21%
COc1ccc(F)cc1S(=O)(=O)Nc1cccc(-c2ccc(N3CCCCCC3)nn2)c1	0%
CSc1cccc(NC(=O)CN2C(=O)CCc3cc(S(=O)(=O)N4CCCCC4)ccc32)c1	-1%
O=C1C=Cc2cccc3ccc(O)c1c23	-1%
CCOc1ccc(-c2c(C)nn3c(C)c(C(=O)NCCN(C)C)cnc23)cc1OCC	2%
COc1ccccc1Cn1ccn(CC(=O)Nc2c(C)cc(C)cc2C)c(=O)c1=O	4%
O=C1c2ccccc2S(=O)(=O)N1CCCN1C(=O)c2ccccc2S1(=O)=O	5%
COc1cccc(CN(C(=O)c2oc3ccc(Br)cc3c2C)C2CCS(=O)(=O)C2)c1 (stereo not drawn)	1%
CCOc1ccc(CCNC(=O)Cn2nnc(-c3ccccc3)n2)cc1OCC	11%
CCCCCCn1cc(CN2CC(N3CCN(CCN(C)C)CC3)CS2(=O)=O)nn1 (stereo not drawn)	0%
COc1ccccc1CN1CCCC2(CCN(S(=O)(=O)c3ccccc3)CC2)C1	8%
OC(c1ccc(F)cc1)c1nc(-c2cccs2)cs1 (stereo not drawn)	-2%
Cc1ccc(Cl)cc1NC(=O)CSc1nc(C)c(C)c(C)c1C#N	4%
Cc1ccc2nc(NC(=O)CSc3nccn3Cc3ccc(Cl)cc3)sc2c1	-2%
CCOc1ccc(CCNC(=O)COC(=O)c2ccc(C)c(S(=O)(=O)N3CCOCC3)c2)cc1OCC	-7%
COc1cc(-c2nc(SCC(=O)Nc3ccc4c(c3)OCO4)c(-c3ccccc3)[nH]2)cc(OC)c1OC	-12%
CCOC(=O)c1ccccc1NC(=O)CSc1nc2ncccc2o1	3%
NC(=O)C1(N2CCCCC2)CCN(C(=O)CSc2nc3ccccc3o2)CC1	-1%
CCOc1ccccc1NC(=O)CSc1nc2ccccc2nc1Cc1ccc(C)cc1	-15%
O=c1ccc2cc(S(=O)(=O)NCc3ccc(Br)cc3)ccc2[nH]1	3%
CCS(=O)(=O)N1CCc2cc(C(=O)Nc3ccc(C)c(Cl)c3)ccc21	3%
NC(Cc1ccccc1)c1csc(Nc2ccc(C(=O)NCCCO)cn2)n1 (stereo not drawn)	6%
CCN1CCN(c2oc(/C=C/c3ccccc3OC)nc2C#N)CC1	0%
CCCCOc1ccc(C(=O)NCCc2sc(-c3cccc(F)c3)nc2C)cc1	1%
CCCC(C)(C)C(=O)N1CCC1(C)C(=O)Nc1cccc2ccccc12 (stereo not drawn)	3%
CCN(C(=O)c1cc(OC)c(OC)c(OC)c1)C1CCCCC1	4%
CCc1nc2ccc(C(=O)NCCNC(C)=O)cn2c1N(CC)Cc1cccc(Br)c1	-1%
O=[N+]([O-])c1ccc(CN2[C@H](COCc3ccccc3)[C@@H](N3CCCC3)CS2(=O)=O)cc1	-1%
CCCN1C(C(=O)c2ccccc2)=C(OC(=O)c2ccc(C)cc2)c2ccccc2S1(=O)=O	3%
CCc1nc2c(OCc3ccc(OC)cc3)cccn2c1N(C)C(=O)c1ccco1	-8%
CCCOC1(C(F)(F)F)NC(=O)N(c2cccc(Cl)c2)C1=O (stereo not drawn)	-3%
CCc1cc(-c2nnn(CCC3COCCO3)c2CC)ccc1-c1cn(Cc2ccc3ccccc3c2)nn1 (stereo not drawn)	7%
CCN(CCCNC(=O)c1ccc(Sc2ccc(F)cc2)c(NC(C)=O)c1)c1ccccc1	0%
CCOc1ccc(-c2c(C)nn3c(C)c(C(=O)NCc4ccc(C)o4)cnc23)cc1OCC	-4%
CN(C)CCN(Cc1ccco1)C(=O)c1oc2ccccc2c1NC(=O)c1cccc(F)c1	2%
O=C(CC[C@H]1O[C@@H](n2ccc(=O)[nH]c2=O)[C@H](O)[C@@H]1O)N[C@@H](Cc1ccccc1)C(=O)NCc1ccccc1	5%
Cc1cccc(N(C)S(=O)(=O)c2c(C(=O)N3CCCCCC3)c(C)n(C)c2C)c1	-2%
CC(C)CCOc1ccc(C2N=C(N)Nc3nc4ccccc4n32)cc1 (stereo not drawn)	2%
O=C(NCc1ccccc1)c1cc(C2COCCN2C(=O)C2CC2)on1 (stereo not drawn)	8%
COc1cc(C2(c3ccc(O)c(OC)c3)C(=O)Nc3c(Br)cc(Br)cc32)ccc1O	-1%
Cc1c2cnn(CC(=O)Nc3cccc(C(F)(F)F)c3)c(=O)c2c(C)n1Cc1ccccc1Cl	1%
CCOC(=O)c1c(-c2cc(OC)c(OC)c(OC)c2)csc1NC(=O)c1ccccc1	0%
Cc1ccc(CNC(=O)[C@H]2O[C@@H](n3cnc4c(N)ncnc43)[C@H](O)[C@@H]2O)o1	2%
Cc1ccc(C)c(NC(=O)C(=O)NCCc2csc(-c3cccc(F)c3)n2)c1	-3%
Cc1nc(C(F)(F)F)ccc1C(=O)N1CCCCCC1(C)C(=O)NCC(C)C (stereo not drawn)	-3%
CCc1nc2ccc(C(=O)NCCNC(C)=O)cn2c1N(C)Cc1ccc(OC)cc1	3%
COC(=O)[C@]12CCCCC=C1N(Cc1cccc3ccccc13)C(=O)[C@H](CC(=O)NCc1ccc(C)o1)C2	-7%
Cc1nc2sccn2c(=O)c1S(=O)(=O)NCc1ccc(F)cc1	-2%
COc1ccc(CCNC(=O)c2cnc3ccc(C)cn3c2=O)cc1	4%
O=C(Nc1ccc([N+](=O)[O-])cc1)NN1CCCCCC1	-13%
COc1ncc2ncc(=O)n(Cc3cccs3)c2n1	4%

The list goes on, starting with the last 5 of the part before.
SMILES	Tb PYK inh
COC(=O)[C@]12CCCCC=C1N(Cc1cccc3ccccc13)C(=O)[C@H](CC(=O)NCc1ccc(C)o1)C2	-7%
Cc1nc2sccn2c(=O)c1S(=O)(=O)NCc1ccc(F)cc1	-2%
COc1ccc(CCNC(=O)c2cnc3ccc(C)cn3c2=O)cc1	4%
O=C(Nc1ccc([N+](=O)[O-])cc1)NN1CCCCCC1	-13%
COc1ncc2ncc(=O)n(Cc3cccs3)c2n1	4%
Cc1nnc2c(N3CCN(c4ccccc4F)CC3)nc3ccc(C(=O)c4ccccc4)cc3n12	2%[15.4 µM]
O=C(COc1ccc([N+](=O)[O-])cc1)NNC(=O)C1COc2ccccc2O1 (stereo not drawn)	5%
CCOC(=O)c1c(NC(=O)COc2ccc(Cl)cc2C)sc2c1CCCCC2	-15%
CCN(CC)C(=O)C1=C(C)N(Cc2ccc(F)cc2)C(=O)C(CC(=O)NC2CCCC2)C1 (stereo not drawn)	2%
CCC[C@H]1CN(c2ccccc2)C(=O)[C@@H]1CC(=O)Nc1ccc(OC)cc1	1%
C[C@H](N)CN1CCc2ccc(Br)cc21	-3%
O=C(C1CCC(CNS(=O)(=O)c2ccc(Br)s2)CC1)N1CCN(c2ccccc2)CC1 (stereo not drawn)	4%
O=C1NC(Cc2ccccc2)c2nc3ccc(Br)cc3c(=O)n2-c2cc3ccccc3cc21 (stereo not drawn)	1%
COc1ccc(S(=O)(=O)N2CCC(N3CCN(Cc4ccccc4)C(=O)C3=O)CC2)cc1	3%
COc1cc(NC(=O)C2CCN(S(=O)(=O)Cc3ccccc3)CC2)c(OC)cc1Cl	-7%
COCC(=O)N1CCC2(CC1)CCN(c1ccc(-c3ccccc3)cc1)CC2	-7%
Cc1cc(C)c(NC(=O)CN(C)S(=O)(=O)c2ccc3c(c2)c(=O)n(C)c(=O)n3C)c(C)c1	-7%
CCCn1c(CCC(=O)Nc2cc(OC)cc(OC)c2)nc2cccnc21	-2%
CC(=O)Oc1ccc2c(c1)C(=O)CCCCCC(=O)O2	4%
COCCCNc1ccn2nc(-c3ccc(OCc4ccccc4)cc3)cc2n1	2%
O=c1cc(-c2ccc(F)cc2)nc(SCc2nc(-c3cccc(C(F)(F)F)c3)no2)[nH]1	1%[15.4 µM]
Cc1cc(-c2ccc3c(c2)COc2c4ccccc4nn2-3)on1	-14%
Cc1ccc2c(CC(=O)Nc3ccc(S(=O)(=O)N4CCCCC4C)cc3)coc2c1 (stereo not drawn)	-6%
CC(=NNc1ccc([N+](=O)[O-])cn1)c1ccccc1	-2%
NS(=O)(=O)c1ccc(NC(=O)c2cccc3cc4ccccc4nc23)cc1	-5%
CC1=C(c2ccc(C)c(C)c2)S(=O)(=O)N(Cc2ccc(C(=O)NCc3ccc(C)cc3)cc2)C1=O	-1%
Cc1nc(-c2ccc(F)cc2)sc1CCNC(=O)Cc1ccc(F)cc1	0%
CC(=O)N1CC2(CC(c3ccc(Cl)cc3Cl)=NO2)CN1c1cccc(Cl)c1 (stereo not drawn)	-7%
COc1ccc(CCNC(=O)c2ccc3c(c2)N(Cc2ccc(F)cc2)C(=O)CS3)cc1OC	2%
c1cncc(CNCCN2CCNCC2)c1	2%
CCOC(=O)c1[nH]c2c(c1Cc1ccccc1)C(=O)CC(c1ccc(Cl)cc1)C2 (stereo not drawn)	-6%
Cc1nn(-c2ccc(F)cc2)c(-n2cccc2)c1C(=O)N1CCN(c2ccccc2F)CC1	-2%
COc1ccc(N(CC(=O)Nc2cccc(C(C)=O)c2)S(=O)(=O)c2ccccc2)c(OC)c1	-7%
COc1ccc(CC(=O)N(CCC2=CCCCC2)c2c(N)n(Cc3ccccc3)c(=O)[nH]c2=O)cc1	-4%
COc1ccccc1N(CC(=O)NCCSc1ccccc1)S(=O)(=O)c1ccc(C)cc1	2%
COc1ccccc1NC(=O)CCS(=O)(=O)c1ccc2nc(C)sc2c1	6%
CC1CCN(c2nc3ccc(C(=O)NCc4ccccc4Cl)cc3s2)CC1	7%
Cc1ccc(CNc2ccc(-c3nc(-c4ccccn4)no3)cc2[N+](=O)[O-])cc1	-4%
